ROCK2 inh – inhibitors of human Rho kinase 2; O75116; inhibition, % at 6 µM; purified ROCK2, Kinase-Glo ATP depletion luminescence; actives 0.35% (n = 60,000); AID 604;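 active = inhibition above the screen-wide mean inhibition plus 3 SD, cut at about 18% in these data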;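 note: plate controls were DMSO wells for no effect and Y-27632 control wells after no-enzyme background subtraction for full effect; many of its hits are not listed in these tables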
CatS inh – inhibitors of human cathepsin S | P25774 | recombinant cathepsin S, AMC dipeptide fluorescence, pooled mixtures | inhibition, %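 (tested at 5 µM per compound within 10-compound mixtures)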 | actives 0.06% (n = 62,000) | AID 501; in the data active = inhibition above about 32%, passing the limit was not always enough;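 note: 0% = enzyme without compound and 100% = blank without enzyme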
Target sequence (P25774 115-331 limits assumed): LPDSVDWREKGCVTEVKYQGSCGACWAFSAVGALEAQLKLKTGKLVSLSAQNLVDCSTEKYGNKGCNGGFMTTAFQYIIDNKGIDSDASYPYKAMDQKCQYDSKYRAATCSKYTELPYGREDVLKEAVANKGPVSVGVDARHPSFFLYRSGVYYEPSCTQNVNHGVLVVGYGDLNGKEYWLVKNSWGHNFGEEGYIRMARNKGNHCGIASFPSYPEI
RORA act – activates the human nuclear receptor RORA; P35398; activation, % at 10 µM; actives 1.5% (n = 65,000); AID 560; CHO-K1 Gal4-RORA LBD luciferase reporter, luminescence; percent increase over mock-subtracted basal signal;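 active = activation above the mean of all tested compounds plus 3 SD, cut at about 49% in these data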;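 note: 0% = DMSO-treated RORA cells and 100% = added signal equal to DMSO minus mock-transfected cells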
PKA kinase inh – blocks human protein kinase A activity. actives 0.1% (n = 65,000). PKA Kemptide phosphorylation, Kinase-Glo ATP luminescence. P17612. AID 524. inhibition, % at 6 µM;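 active = inhibition above the screen-wide mean inhibition plus 3 SD, cut at about 21% in these data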; note: many of its hits are not listed in these tables
JNK3 blocker – blocks human JNK3 kinase activity; inhibition, % at 8 µM; purified JNK3 kinase activity, HTS; actives 0.61% (n = 60,000); in the data active = inhibition above about 17%;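 note: 0% = DMSO and 100% = reference inhibitor; many of its hits are not listed in these tables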
Target sequence (P53779 whole entry, looked up): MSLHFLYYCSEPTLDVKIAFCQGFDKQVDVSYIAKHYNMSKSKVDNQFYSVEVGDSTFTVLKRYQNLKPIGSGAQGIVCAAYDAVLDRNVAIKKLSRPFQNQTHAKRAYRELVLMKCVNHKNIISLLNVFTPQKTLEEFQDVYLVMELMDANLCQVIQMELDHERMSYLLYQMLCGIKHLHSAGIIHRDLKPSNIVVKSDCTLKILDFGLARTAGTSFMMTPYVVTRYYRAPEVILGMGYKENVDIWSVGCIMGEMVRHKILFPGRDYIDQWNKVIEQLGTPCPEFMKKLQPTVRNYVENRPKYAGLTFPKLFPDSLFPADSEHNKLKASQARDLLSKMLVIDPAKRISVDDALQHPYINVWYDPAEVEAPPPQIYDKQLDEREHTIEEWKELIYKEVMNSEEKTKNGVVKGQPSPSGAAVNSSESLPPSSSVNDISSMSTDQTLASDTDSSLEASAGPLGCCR
CatB block – inhibitors of human cathepsin B; inhibition, %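 (tested at 10 µM)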; purified cathepsin B, fluorogenic substrate, fluorescence; actives 0.1% (n = 63,000); in the data active = inhibition above about 21%;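 note: 0% = enzyme with no compound and 100% = no enzyme blank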
AP ELISA ortho – alternative pathway complement inhibition, orthogonal assay; Human serum alternative complement pathway, LPS-coated ELISA, C3 deposition; tested in compound mixtures; inhibition, % at 5 µM; actives 0.08% (n = 62,000);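 active = inhibition above 30% in each of the two pooled mixtures holding the compound, so the lower value exceeds 30%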;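 note: 0% = serum in Mg-EGTA without compound and 100% = EDTA serum blank; some compounds past the cut are filed as inactive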
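Test system: human serum complement alternative pathway, C3 deposition onto LPS / Medium: Mg2+-EGTA GVB++ buffer containing human serum at 1:15 dilution / Probe or stimulus: Plate-bound LPS / Times: 1 h at 37 °C / Signal: ELISA with HRP anti-human C3 antibody, TMB substrate, absorbance 450 nm / Measure: percent inhibition / Repeats: two pool placements per compound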
Ec RNAP inh – blocks E. coli RNA polymerase transcription | P0A8V2 | fluorescence transcription assay | inhibition, %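 (tested at 10 µM)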 | actives 0.2% (n = 62,000) | AID 559; in the data active = inhibition above about 20%;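 note: 0% = enzyme without compound and 100% = no enzyme blank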
CatB mix inh – inhibitors of human cathepsin B in compound mixtures; P07858; Purified cathepsin B, AMC dipeptide fluorescence; inhibition, %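 (ten-compound pools at 5 µM per compound and 50 µM total)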; actives 0.06% (n = 62,000); AID 488; in the data active = inhibition above about 22%, passing the limit was not always enough;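 note: 0% = enzyme without compound and 100% = no enzyme blank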
Numbers without * were called inactive; . = not tested or not shown. Not all compounds are listed; rates above refer to the full screens.

SMILES | ROCK2 inh | CatS inh | RORA act | PKA kinase inh | JNK3 blocker | CatB block | AP ELISA ortho | Ec RNAP inh | CatB mix inh
Cc1c(OCC(=O)OC(C)C)ccc2c3c(c(=O)oc12)CCC3 | 7 | -4 | -7 | 0 | -1 | 4 | 21 | 3 | 2
CCOC(=O)c1ccc(NC(=O)N2CCN(c3ccccn3)CC2)cc1 | 10 | -6 | -16 | 10 | 1 | 4 | 8 | 4 | 3
O=C(CN(Cc1cccs1)C(=O)CNS(=O)(=O)c1ccccc1)NCc1ccco1 | 5 | 15 | 24 | 14 | -2 | 8 | -14 | 4 | 9
CC(Oc1ccc(Cl)cc1Cl)C(=O)NCCN1CCOCC1 (stereo not given) | 3 | 0 | -3 | 10 | -4 | -4 | 2 | 2 | 1
N=c1ccccn1CC(O)COc1ccccc1 (stereo not given) | 7 | 1 | 6 | 9 | 2 | 0 | -5 | 9 | 0
Cc1ccc(S(=O)(=O)N2CCCC2C(=O)N2CCCCCC2)cc1 (stereo not given) | 1 | -7 | -7 | 7 | -4 | 4 | 3 | 4 | -1
COc1cccc(C(=O)NCCC2=CCCCC2)c1OC | 3 | 9 | 37 | -2 | 1 | -1 | -1 | 9 | 6
Cc1nnc(SCCn2c(N3CCCCCC3)nc3c2c(=O)[nH]c(=O)n3C)s1 | 3 | 15 | -14 | 11 | -6 | 1 | 5 | 7 | 3
CC1(C(=O)NC2CCCC2)CCC(=O)N1Cc1ccc2c(c1)OCO2 (stereo not given) | 5 | -1 | -27 | 11 | -2 | -4 | -1 | 4 | 1
CC1N(O)C(c2ccc(Cl)cc2Cl)N(O)C1(C)C (stereo not given) | -14 | . | 3 | -9 | 0 | 0 | . | -7 | .
O=C(Cn1c(NCCCO)nc2ccccc21)c1cccs1 | -2 | -9 | -4 | 4 | -6 | 2 | 7 | 10 | 5
Cn1nc(-c2ccc(Cl)cc2)c2cc(C(=O)N3CCOCC3)sc21 | 7 | -1 | -10 | 9 | -4 | 8 | 22 | 2 | 3
COc1ccc(C2N(c3cc(C)on3)C(=O)C3CCCN32)cc1OC (stereo not given) | -1 | 11 | -6 | -2 | -7 | 3 | 4 | 4 | 0
Cc1cccn2cc(-c3ccc(S(=O)(=O)N4CCOCC4)cc3)nc12 | 1 | 3 | -13 | 8 | 1 | -2 | -1 | 3 | -6
COc1ccc(CC(NC(C)=O)C(=O)N2CCN(C(=O)N(C(C)C)C(C)C)CC2)cc1 (stereo not given) | -8 | 10 | -11 | -10 | -8 | 0 | -4 | -2 | 0
FC(F)C(F)(F)C1=CC(c2cccs2)=NCCN1 | 1 | -9 | -5 | 7 | -1 | 8 | 16 | 5 | 5
CCOC(=O)/C=C1\Nc2ccccc2SC1=O | 4 | 7 | -4 | 7 | 2 | 8 | 4 | 8 | 3
CCOC(=O)CSc1nnc(-c2ccc(NS(=O)(=O)c3ccc(C)cc3)cc2)o1 | -1 | 7 | -14 | 6 | -7 | 6 | -1 | 9 | -12
Cn1c(=O)c2c(nc(CN3CCC(C(N)=O)CC3)n2CCc2ccccc2)n(C)c1=O | -3 | 0 | -23 | 2 | -6 | -2 | -19 | 3 | 1
C=CCNC(=O)C(C#N)c1nc2ccccc2nc1N1CCN(Cc2ccccc2)CC1 (stereo not given) | 0 | 10 | 4 | 6 | -4 | 5 | 2 | -1 | 8
COCc1cc(CN2CCCC2)c(O)c2ncccc12 | 5 | -15 | -44 | 11 | 0 | -4 | -8 | -1 | -16
CC(C)N(CCO)C(=O)C(c1ccccc1)c1ccccc1 | -4 | 4 | -16 | -3 | -1 | 4 | 0 | 4 | 3
Cn1c(=O)oc2cc(S(=O)(=O)Nc3ccc4c(c3)OCO4)ccc21 | 6 | 0 | 7 | 6 | -1 | -2 | 22 | 1 | 6
O=C(Nc1ccc(C(=O)N2CCOCC2)cc1)Nc1cccc(Cl)c1 | -6 | . | 23 | -2 | 7 | . | . | . | .
CCOc1ccccc1NC(=O)CSc1nc2cccnc2n1C | 6 | 4 | 32 | 8 | 5 | 8 | 11 | 2 | -3
CCN(CC)C(=O)C1=C(C)NC(=O)NC1c1c(F)cccc1Cl (stereo not given) | . | -1 | -18 | 5 | . | 2 | 6 | 6 | 2
CCc1ccc(-n2c(O)cnc2Nc2nc(C)cc(C)n2)cc1 | 3 | -8 | 4 | 4 | -3 | 0 | 23 | -3 | 3
COc1cccc(C=Nc2ccc3c(c2)OCCO3)c1O | 6 | -4 | 3 | 9 | 5 | 2 | 9 | 5 | -5
COc1cccc2cc(C(=O)N3CCN(C(=O)c4ccco4)CC3)c(=O)oc12 | 9 | 1 | 25 | 9 | 4 | 8 | 12 | 5 | 0
Cc1nnc2c3cnn(-c4ccc(Cl)cc4)c3ncn12 | . | 1 | 65* | 5 | . | -2 | 19 | 3 | 7
Cc1csc(NC(=O)CNS(=O)(=O)c2cccs2)n1 | . | 5 | 2 | 5 | . | 7 | -6 | 10 | -4
CCN(CC)C(=O)COn1c(SCC(=O)N(CC)CC)nc2ccccc2c1=O | -2 | . | -6 | 3 | 4 | 3 | . | 9 | .
C/C(Cl)=C/Cn1c(N2CCCC2)nc2c1c(=O)n(C)c(=O)n2C | 1 | 13 | -10 | 6 | 2 | 2 | 2 | 6 | 3
O=C(CNC(=O)c1ccco1)OCc1ccc(Cl)cc1 | . | 4 | 12 | -4 | . | 4 | 6 | 2 | 2
CC1(C)Cc2c(C#N)c(NCC3CCCO3)nc(-c3ccco3)c2CO1 (stereo not given) | -9 | . | 13 | 6 | 1 | 0 | . | -22 | .
COc1ccc(S(=O)(=O)N(CC(=O)NCc2ccco2)C2CCCCC2)cc1OC | -7 | 0 | -15 | -4 | 2 | 1 | 21 | 1 | 1
CC(CCN(C)C)OC(=O)c1ccc(C(C)c2ccccc2)o1 (stereo not given) | 2 | -5 | -15 | -6 | 0 | 0 | 8 | . | 2
O=C(CCCc1ccccc1)N1CCc2ccccc21 | . | 5 | . | . | . | 6 | -2 | -1 | 4
Cc1cc(C)c(C)c(OCc2nc(-c3cccnc3)no2)c1 | 2 | 8 | 5 | -2 | -1 | 1 | -1 | . | 0
C#CCN1C(=O)C(O)(CC(=O)c2cccc(OC)c2)c2ccccc21 (stereo not given) | 12 | -1 | -6 | 1 | -6 | -1 | 2 | 11 | -9
O=C(Nc1ccc2c(c1)OCO2)OCc1ccccc1 | 14 | 11 | 12 | 12 | 1 | 1 | 5 | 7 | -11
Cc1ccc(Cl)cc1N1CCN(S(=O)(=O)c2cccc(S(=O)(=O)N3CCCC3)c2)CC1 | . | -16 | 10 | 0 | . | 5 | 14 | -3 | -10
Cc1cc(NCc2ccc3c(c2)OCO3)n2nc(C)nc2n1 | 3 | 1 | -3 | 6 | -2 | 3 | 13 | 12 | 4
Cc1c(NC(=O)Cn2nc(C(=O)O)c3ccccc3c2=O)c(=O)n(-c2ccccc2)n1C | 4 | 10 | -9 | 8 | 1 | 11 | 1 | 0 | 8
O=c1c2ccc(-c3nnc4n3-c3ccccc3SC4)cc2nc2n1CCCCC2 | 0 | 9 | 9 | 5 | -7 | -4 | 8 | 6 | 9
COc1ccccc1C1C(C(=O)NCc2ccccc2)=C(C)Nc2ncnn21 (stereo not given) | -5 | 7 | -4 | -6 | -11 | 5 | 14 | -5 | 43
CCCC(=O)N(c1ccc(F)cc1)C1C=CS(=O)(=O)C1 (stereo not given) | 1 | -2 | 8 | 6 | 3 | 5 | 3 | 9 | -1
CCC(C)(C)NC(=O)c1ccc2c(c1)N(CC(=O)OC)C(=O)C(C)(C)O2 | -1 | -6 | -10 | 0 | 5 | -8 | 27 | -1 | 3
CN(C)CCCNC(=O)C1CCNCC1 | 3 | -6 | -16 | 4 | 5 | 3 | 10 | 5 | 3
O=c1[nH]c2cc3c(cc2cc1CN(Cc1nnnn1CC1CCCO1)C1CCCC1)OCO3 (stereo not given) | -3 | 2 | -10 | -4 | 2 | -2 | 12 | -8 | -3
COc1ccc(N2CCCn3c2nc2c3c(=O)n(Cc3ccccc3F)c(=O)n2C)cc1 | . | -9 | 11 | 0 | . | 0 | 2 | -6 | -2
CC(=O)C(Sc1ccc2nnc(-c3ccc(C)cc3)n2n1)C(C)=O | 6 | 3 | -13 | 5 | 3 | 3 | 15 | 8 | 3
CS(=O)(=O)N1CCC(C(=O)NCc2ccco2)CC1 | -2 | 6 | -19 | 6 | 2 | 2 | 12 | 13 | 4
Brc1ccc2c(c1)CNc1c(ncnc1N1CCOCC1)O2 | -1 | . | 0 | -8 | -6 | 4 | . | 1 | .
O=C(NC(Cc1c[nH]c2ccccc12)c1nnc2n1CCCCC2)c1cccs1 (stereo not given) | 0 | -4 | -6 | -6 | -2 | -2 | 16 | -6 | -5
CCOC(=O)CC(N)c1ccc(OC)cc1 (stereo not given) | . | 3 | 0 | 8 | . | 0 | 5 | 12 | -1
Cc1noc(NS(=O)(=O)c2ccc(NC(=O)CSc3n[nH]c(-c4ccccc4)n3)cc2)c1C | 8 | 5 | 0 | 6 | 7 | 0 | 16 | 8 | 3
Cn1c(C(=O)NCc2ccccn2)cc2c(=O)n(C)c3ccccc3c21 | 3 | 14 | 2 | -5 | 5 | -1 | 10 | 5 | 4
Nc1nc2ccc(C(=O)NC3CCCCC3)cc2s1 | 6 | -2 | -3 | 7 | -6 | 2 | 2 | 7 | -5
CC(=O)N1CCc2cc(S(=O)(=O)NCCC(=O)N3CCN(c4ccccn4)CC3)ccc21 | . | -1 | 9 | 7 | . | 0 | 4 | 5 | -4
More structures
SMILES | ROCK2 inh | CatS inh | RORA act | PKA kinase inh | JNK3 blocker | CatB block | AP ELISA ortho | Ec RNAP inh | CatB mix inh
Cc1nc(SCC(=O)NCc2ccco2)c2c3c(sc2n1)CCCC3 | 5 | -3 | 3 | 8 | -1 | 4 | 9 | 5 | 1
CCCOc1ccc(N2CC(C(=O)Nc3ccc4c(c3)OCO4)CC2=O)cc1 (stereo not given) | -1 | -1 | -3 | 7 | -6 | 1 | 20 | 4 | 7
Cn1nnnc1SCC(=O)Nc1cc(C(C)(C)C)nn1-c1ccccc1 | 6 | 10 | -10 | 12 | 3 | 0 | 3 | 7 | 1
CC(c1nnc(SCC(=O)c2c(N)n(C)c(=O)n(C)c2=O)n1-c1ccc(Cl)cc1)N(C)C (stereo not given) | -7 | 1 | 2 | -1 | 7 | 2 | 6 | 5 | -4
Cc1sc(NC(=O)C2CCCO2)c(C#N)c1C (stereo not given) | 6 | 5 | -23 | 12 | 7 | 1 | 7 | 3 | 3
C/C=C/Cn1c(N2CCCCCC2)nc2c1c(=O)[nH]c(=O)n2C | -4 | . | -19 | -1 | 0 | . | . | . | .
CCc1ccc2oc(-c3cccc(NC(=O)c4cccnc4)c3)nc2c1 | . | -2 | 58* | -1 | . | -4 | 17 | 7 | 4
COC(=O)c1cccc(NC(=O)CSc2nc3cccnc3n2C)c1 | 4 | 15 | 82* | 2 | 0 | 7 | -2 | 14 | 1

Screening results: PubChem, several laboratories
